# CHT block = inhibitors of human choline transporter CHT; 0.86% of 310,000 active; CHT-expressing cells, membrane potential dye, choline response; hits give low values; AID 488975, 2010; B-score at 10 µM;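 active = B-score over 3 SD under the library average, and starting fluorescence ratio not unusually high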;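 also: choline stimulus applied at its EC90 after an EC20 pre-addition; B-score computed on integrated fluorescence ratio after choline addition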
# Target sequence (Q9GZV3 whole entry, looked up): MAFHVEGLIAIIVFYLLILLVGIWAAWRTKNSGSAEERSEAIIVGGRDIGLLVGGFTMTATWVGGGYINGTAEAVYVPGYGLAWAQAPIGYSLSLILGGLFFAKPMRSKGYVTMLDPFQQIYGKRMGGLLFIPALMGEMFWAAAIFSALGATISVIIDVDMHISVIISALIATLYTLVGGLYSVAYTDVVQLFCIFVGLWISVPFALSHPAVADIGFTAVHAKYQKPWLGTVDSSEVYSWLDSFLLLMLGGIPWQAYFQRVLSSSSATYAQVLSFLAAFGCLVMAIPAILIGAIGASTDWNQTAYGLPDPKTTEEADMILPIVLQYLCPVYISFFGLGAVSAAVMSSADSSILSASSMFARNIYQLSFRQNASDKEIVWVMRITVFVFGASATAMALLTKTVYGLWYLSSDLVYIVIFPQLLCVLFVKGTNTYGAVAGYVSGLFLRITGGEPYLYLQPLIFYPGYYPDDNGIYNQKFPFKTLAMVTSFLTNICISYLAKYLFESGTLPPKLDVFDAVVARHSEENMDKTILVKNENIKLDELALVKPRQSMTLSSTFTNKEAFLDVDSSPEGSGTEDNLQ
# CHT allo act = CHT positive allosteric modulators, primary screen, cell-based, membrane potential dye, choline EC20. CHT-expressing cells; hits give high values; LV-AA mutant CHT in HEK293 cells. B-score at 10 µM. 0.49% of 310,000 active;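 active = initial fluorescence not abnormally high and integrated response B-score, plate-corrected, over 3 SD above library mean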
# The depositor's hits bear a star; i = inactive.
SMILES,CHT block,CHT allo act
O=C(CCN1C(=O)/C(=C/c2cccc(Br)c2)SC1=S)NNC(=O)c1cccnc1,i,i
COc1ccccc1N(CC(O)CN1CCCC1)S(=O)(=O)c1ccccc1 (stereo not given),i,i
O=C(Cc1ccccc1[N+](=O)[O-])OCC(=O)N1CCN(c2ccccc2)CC1,i,i
CC(C)(C)[C@@H]1CCC(=O)N(CC[C@H](Sc2ccccc2)c2ccccc2)CC1,i,i
COc1cccc(C(=O)Nc2cc(=O)n(C)c(=O)n2C)c1OC,i,i
CCN(CC)c1ccc(N=C2C(=O)Nc3ccccc32)cc1,i,i
CC(=O)c1cccc(NC(=O)c2ccc(N(Cc3ccccc3C)S(C)(=O)=O)cc2)c1,i,i
COc1ccc(CCNc2ncnc3sccc23)cc1OC,i,i
CCN(CC)S(=O)(=O)c1ccc(C)c(N=C=S)c1,i,i
Nc1cc(Oc2ccc(F)cc2F)cc([N+](=O)[O-])c1,i,i
COc1ccc(OCCOCCN2CCN(C)CC2)cc1,i,i
O=c1oc2ccc(Br)cc2cc1-c1nc2ccccc2o1,i,i
O=C(NCCCn1ccnc1)c1cc2c(s1)CCCCC2,i,i
COc1ccc(C(=O)c2oc3ccc(Br)cc3c2NC(C)=O)cc1,i,i
Cc1cc(-c2nnc(SCC(=O)Nc3ccccc3F)n2N)n[nH]1,i,i
Cc1cc(N)n(-c2cc(C)c3ccccc3n2)n1,i,i
CCCCN(C(=O)c1cc(Cl)nc2ccccc12)c1c(N)n(CCCC)c(=O)[nH]c1=O,i,i
O=[N+]([O-])c1cccc(S(=O)(=O)NCCc2ccccc2)c1,i,i
COc1cc(C(=O)Nc2cc(C(F)(F)F)ccc2N2CCOCC2)ccc1O,i,i
Cc1coc2c(C)c3oc(=O)c(CCC(=O)N[C@@H](C)C(=O)N[C@@H](Cc4ccccc4)C(=O)O)c(C)c3cc12,i,i
Cc1ccc(C(C(=O)NCc2ccco2)N(C(=O)CNC(=O)c2cccs2)c2ccc(C)cc2C)cc1 (stereo not given),i,i
CS(=O)(=O)C1=NSC2=NC(=O)/C(=C\c3cccn3-c3ccccc3Cl)C(=N)N21,i,i
CCn1c(/C=C2\C(=O)N(C)c3ccccc32)nc2ccccc2c1=O,i,i
COc1cccc(NC(=O)CCCCCn2nnc3ccccc3c2=O)c1,i,i
CCOC(=O)c1c(C)[nH]c(C(=O)OCC(=O)Nc2ccc(OC)c(Cl)c2)c1C,i,i
# Other records.
SMILES,CHT block,CHT allo act
OCCCN1CCN(CCOc2ccccc2-c2ccccc2)CC1,i,i
COc1ccccc1Oc1ccc2c(c1)C(=O)N(c1ccc(C)cc1)C2=O,i,i
Cc1cc(C)c(S(=O)(=O)NCc2ccccn2)c(C)c1,i,i
CC(C)(C)NC(=O)Nc1ccccc1C(N)=O,i,i
Cc1nc(C(=O)Nc2ccccc2)sc1C1(C)CC(c2cccc([N+](=O)[O-])c2)=NO1 (stereo not given),i,i
Cc1ccccc1OCCN1C(=O)C(=O)c2cccc(C)c21,i,i
C=CCN1C(=O)/C(=C\c2ccc(OC(=O)c3ccco3)c(OC)c2)SC1=S,i,i
COCc1cc(C)nc2sc(C(=O)Nc3nccs3)c(N)c12,i,i
COc1ccc2c(ccc[n+]2CC(=O)c2ccc(C)cc2)c1,i,i
Cc1cc(OC(=O)N2CCCCC2)cc(C)c1Cl,i,i
COc1ccc2nc(NCCCO)[nH]c2c1,i,i
COc1ccccc1-c1cc(C(F)(F)F)nc(S(=O)(=O)CCCC(=O)NC(C)C)n1,i,i
COc1ccc(N2C(=O)CSC23CCC(C(C)(C)C)CC3)cc1 (stereo not given),i,i
O=C(O)c1ccc(Nc2ccc3nonc3c2[N+](=O)[O-])cc1,i,i
CC(C)(C)c1ccc(C(=O)NNC(=O)c2ccc(Cl)cc2)cc1,i,i
CN(C)CCCNC(=O)c1ccc(Cl)c(S(=O)(=O)N(C)c2ccccc2)c1,i,i
C[C@H](N)c1nnc(SCC(=O)c2ccc(Cl)cc2)o1,i,i
CCCCOc1ccccc1-c1cc(C(=O)O)[nH]n1,i,i
COc1cc(OC)cc(C(=O)NCC(=O)NC(C)CCc2ccccc2)c1 (stereo not given),i,i
CCCCn1nc2cc(C(=O)NC3CCc4ccccc43)ccc2c1OCC (stereo not given),-5.5*,i
Cn1c(CCN2CCCCC2)nc2cc([N+](=O)[O-])ccc21,i,8.5*
CCOC(=O)C1CCCN(C2CC(=O)N(c3ccc(N4C(=O)CC(N5CCCC(C(=O)OCC)C5)C4=O)cc3)C2=O)C1 (stereo not given),i,i
O=C(C1CC1)N1CCc2cc(S(=O)(=O)NC3CCN(Cc4ccccc4)CC3)ccc21,i,i
Cc1c(C)c2cc(Cl)c(O)c(CN3CCN(C)CC3)c2oc1=O,i,i
CCCCSc1ncc(C(=O)OCC)c(N)n1,i,i
# (listing goes on)
SMILES,CHT block,CHT allo act
CCC(=O)Nc1ccc(C(=O)NNC(=O)c2ccc([N+](=O)[O-])cc2)cc1,i,i
COC(=O)CN1C(=O)[C@H]2[C@@H](/C=C/c3ccccc3)N3C(=O)CN(CC4CC4)C(=O)[C@@]3(Cc3ccccc3)[C@H]2C1=O,i,i
O=c1oc2ccc(Cl)cc2nc1/C=C(\O)c1cccs1,i,i
O=C(c1ccc2c(=O)n(Cc3ccco3)c(=S)[nH]c2c1)N1CCN(c2ccccc2)CC1,i,i
CC(C)NCC#CCOc1ccc(Cl)cc1,i,i
CCN(CC)S(=O)(=O)c1ccc2c(c1)nc(SCC(=O)N1CCOCC1)n2-c1ccccc1OC,i,i
COC(=O)c1ccc(C2/C(=C(\O)c3cccc(OC)c3)C(=O)C(=O)N2CCCN(C)C)cc1 (stereo not given),i,i
O=C(NC1CCCc2ccccc21)C1CCN(S(=O)(=O)c2ccccc2F)CC1 (stereo not given),i,i
Nc1c(Br)cc(Br)c(N2CCCC2=O)c1Br,i,i
COc1cccc(O)c1CN1CCC(n2nccc2NC(=O)c2ccc3c(c2)OCO3)CC1,i,i
N#Cc1ccc(-c2ccco2)nc1SCc1ccccc1,i,i
Cc1ncc(CN2CCC(N3CCC(C(=O)N4CCCC4)CC3)CC2)s1,i,i
COc1cc(OC)c(C(=O)OC(C)C(=O)Nc2cccc(C(F)(F)F)c2)cc1OC (stereo not given),i,i
Cc1cc2c(Nc3ccccc3)ncnc2s1,i,i
C=C(C)CN(CC)Cc1c(C(=O)N(C)CCCC)nc2ccccn12,i,i
CN(CCO)c1cc(N2CCC3(CC2)OCCO3)c2nonc2c1[N+](=O)[O-],i,i
O=C(NCc1cc(C(F)(F)F)ccc1F)C1CCC(=O)N(C2CCCCCC2)C1 (stereo not given),i,i
CCNc1ccc(S(=O)(=O)N(C)C)cc1NCC(=O)Nc1ccccc1Br,i,i
COc1ccc(C(=O)N(CN2CCCC2=O)c2ccc(C)cc2)cc1,i,i
CCOC(=O)c1cc(NC(=O)N2CCCc3ccccc32)c(C)nc1C,i,i
CCOC(=O)C(C)Sc1nnc2c3ccccc3n(C)c2n1 (stereo not given),i,i
C/C(=N\NC(N)=S)c1ccc(-n2ccnc2)cc1,i,i
COc1ccc(C2/C=C\CN(S(=O)(=O)c3ccc(C)cc3)[C@H](Cc3ccccc3)C(=O)N2Cc2ccc(F)cc2)cc1 (stereo not given in full),i,i
O=C(/C=C/c1ccc(Br)o1)OCc1nc2ccsc2c(=O)[nH]1,i,i
O=S(NCc1ccco1)C12CC3CC(CC(C3)C1)C2 (stereo not given),i,i

# Some of the entries above in another layout:
canonical_smiles | CHT block | CHT allo act
C/C(=N\NC(N)=S)c1ccc(-n2ccnc2)cc1 | i | i
CC(C)NCC#CCOc1ccc(Cl)cc1 | i | i
CCC(=O)Nc1ccc(C(=O)NNC(=O)c2ccc([N+](=O)[O-])cc2)cc1 | i | i
O=C(/C=C/c1ccc(Br)o1)OCc1nc2ccsc2c(=O)[nH]1 | i | i

# Later entries.
SMILES,CHT block,CHT allo act
Cc1ccc(-n2c([S-])c(C(=O)NC(C)c3ccccc3)[n+]3ccccc23)cc1 (stereo not given),i,i
COc1ccc(C2CC2/C(=N/O)c2ccccc2)cc1 (stereo not given),i,i
N#CC1=C(N)Oc2n[nH]c(-c3ccccc3)c2C1c1cccc(OC(=O)N2CCOCC2)c1 (stereo not given),i,i
O=c1cc[nH]c2c1ccc1cccnc12,i,i
COc1cc(-c2nc3ccccn3c2N)ccc1O,i,i
O=C(CCc1c[nH]c2ccccc12)N1CCN(c2ccc(O)cc2)CC1,i,i
Cc1cc(C)nc(N(C#N)CC(=O)Nc2ccccc2)n1,i,i
COc1ccc(Cl)cc1S(=O)(=O)N1CCCC(C(=O)NCc2ccccn2)C1 (stereo not given),i,i
COC(=O)CC(=O)CSc1nc2c(cc1C#N)CCCCC2,i,i
Oc1c(Cl)cc(Cl)cc1C=Nc1ccc(N2CCOCC2)cc1,i,i
Nc1c(Cl)cc(-c2csc(N3CCCC3c3nc4cc(Cl)c(N5CCCCC5)cc4n3CCCO)n2)cc1Cl (stereo not given),i,i
CC(C)CN1CCC(=O)N([C@H](COc2ccccc2)Cc2ccccc2)CC1,i,i
CCOc1ccc(S(=O)(=O)NC(C)C)cc1C(N)=O,i,i
COc1ccc(CN2CCNC(=O)C2CC(=O)NCCC2=CCCCC2)cc1OC (stereo not given),i,i
CC(=O)c1ccc(NC2=C(N3CCOCC3)C(=O)c3ccccc3C2=O)cc1,i,i
CC(C)Oc1cccc(C(=O)Nc2ccc(NC(=O)c3ccco3)cc2)c1,i,i
O=C(CCN1C(=O)c2ccccc2C1=O)Nc1ccc(F)cc1F,i,i
CCCS(=O)(=O)N1CCC(C(=O)NCCc2ccc(C)cc2)CC1,i,i
S=c1[nH]nc(-c2ccccc2Cl)n1CC1CCCO1 (stereo not given),i,i
CNc1ccccc1C(=O)OCC(=O)c1ccc(F)cc1,i,i
CCN(C(=O)c1cc2c(=O)[nH]c3ccc(C)cc3c2s1)c1cccc(C)c1,i,i
Cc1cccc(C)c1NC(=O)C(=O)NCCOc1ccc(Cl)cc1,i,i
CC(=O)c1cc(NC(=O)c2ccc(C)cc2)c(=O)oc1C,i,i
CC(C)(C)NC(=O)COC(=O)C1c2ccccc2Oc2ccccc21,i,i
O=C(c1cccs1)N1CCN(C(=O)C(c2ccccc2)c2ccccc2)CC1,i,i
# Following part.
SMILES,CHT block,CHT allo act
O=C(/C=C/c1cccc(F)c1)N1CCN(c2ccccn2)CC1,i,i
C=CC1CN(CC(=O)OC)S(=O)(=O)c2ccccc21 (stereo not given),i,i
CCCc1nc(C)cc(N2CCN(c3ccccc3)CC2)n1,i,i
COc1ccc(N(CC(=O)NCCSC2CCCCC2)S(C)(=O)=O)c(OC)c1,i,i
CCC(C)NC(=O)C1CCN(S(=O)(=O)c2ccc(-n3cnnn3)cc2)CC1 (stereo not given),i,i
CN(CC(=O)N(CCO)Cc1ccccc1)S(=O)(=O)c1ccc2c(c1)c(=O)n(C)c(=O)n2C,i,i
COC(=O)[C@H](CCSC)NC(=O)Nc1ccc(C(C)C)cc1,i,i
CC(OC(=O)c1ccco1)C(=O)NC1CCCC1 (stereo not given),i,i
COc1ccc(C2CC(c3ccccc3)=NN2c2ccc(Cl)c(C(=O)O)c2)cc1 (stereo not given),i,i
CC1CCN(c2ccc(NC(=O)c3ccccc3[N+](=O)[O-])cc2)CC1,i,i
CCC(=O)Nc1ccc(N2CCN(Cc3ccccc3)CC2)cc1,i,i
COc1ccc(NC(=O)c2ccccc2S(=O)c2ccccc2C#N)cc1 (stereo not given),i,i
O=S(=O)(Nc1ccccc1O)c1ccc(-c2ccccc2)cc1,i,i
O=C(Nc1ccc(N2CCCC2)cc1)c1ccc2ccccc2c1,i,i
COc1nc2c(C)cccc2cc1-c1noc(-c2ccco2)n1,i,i
CCCCC(=O)NC(N1CCCCC1)C(Cl)(Cl)Cl (stereo not given),i,i
C=C(C)c1cccc(C(C)(C)NC(=O)Nc2ccc(OC)cc2)c1,i,i
CC(=O)c1cnn(-c2cc(Oc3ccc(F)cc3)ncn2)c1C,i,i
O=C(CSc1nc2c(c(=O)[nH]1)CN(Cc1ccc(F)cc1)CC2)Nc1ccc(F)cc1,i,i
Cc1nc(C)c(-c2nnc(-c3cccc(S(=O)(=O)N(C)C)c3)o2)cc1C(=O)NN,i,i
Cc1ccsc1/C=C/C1=Cc2c(sc(NC(=O)CSc3n[nH]c(N)n3)c2C#N)C(C)(C)C1,i,i
COc1ccccc1/C=N/NC(=O)c1ccc(NC(=O)c2ccccc2Br)cc1,i,i
CCOC(=O)c1cc2occc2n1CCCN1C(=O)c2ccccc2C1=O,i,i
O=C(CSc1nnc(-c2ccccn2)o1)Nc1cccc(Cl)c1,i,i
Cc1ccc(NC(=O)C(=O)NCCCN2CC(C(=O)O)CC2=O)cc1 (stereo not given),i,i
CCN(Cc1ccccc1)C(c1ccc(Cl)cc1)c1nnnn1C(C)(C)C (stereo not given),i,7.2*
O=C(CNc1cccc2ccccc12)c1ccc([N+](=O)[O-])cc1,i,i

# Looked up one by one from the list above:
SMILES,CHT block,CHT allo act
O=C(CNc1cccc2ccccc12)c1ccc([N+](=O)[O-])cc1,i,i
CCCCC(=O)NC(N1CCCCC1)C(Cl)(Cl)Cl (stereo not given),i,i
O=C(CSc1nnc(-c2ccccn2)o1)Nc1cccc(Cl)c1,i,i
O=S(=O)(Nc1ccccc1O)c1ccc(-c2ccccc2)cc1,i,i
CCC(=O)Nc1ccc(N2CCN(Cc3ccccc3)CC2)cc1,i,i
Cc1ccc(NC(=O)C(=O)NCCCN2CC(C(=O)O)CC2=O)cc1 (stereo not given),i,i

# Among those listed so far, 6 contain a cyano group:
SMILES,CHT block,CHT allo act
N#Cc1ccc(-c2ccco2)nc1SCc1ccccc1,i,i
N#CC1=C(N)Oc2n[nH]c(-c3ccccc3)c2C1c1cccc(OC(=O)N2CCOCC2)c1 (stereo not given),i,i
Cc1cc(C)nc(N(C#N)CC(=O)Nc2ccccc2)n1,i,i
COC(=O)CC(=O)CSc1nc2c(cc1C#N)CCCCC2,i,i
COc1ccc(NC(=O)c2ccccc2S(=O)c2ccccc2C#N)cc1 (stereo not given),i,i
Cc1ccsc1/C=C/C1=Cc2c(sc(NC(=O)CSc3n[nH]c(N)n3)c2C#N)C(C)(C)C1,i,i

# Assay outcomes deposited in PubChem BioAssay by Johns Hopkins Ion Channel Center.
